# Wee1 degr inh: Wee1 degradation inhibitors, primary screen, cell-based, HeLa, Wee1K328M-luciferase, luminescence | AID 1321, 2008 | 220,000 tested, 1.2% active | Wee1-like protein kinase (Homo sapiens), P30291 | reporter increase, % at 5 µM | HeLa Luc-Wee1K328M stability; 100% = proteasome inhibitor MG132 effect;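 active = activation above the mean of all tested compounds plus 3 SD, set per screening run, cut at about 8.8% in these data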;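 also: cells exposed to compound for 20 h before luminescence read; 0% = DMSO alone and 100% = MG132 at 30 µM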
# BaF3 parental: parental Ba/F3 cell viability inhibition, counter-screen for JAK2V617F inhibitor project, murine pro-B, CellTiter-Glo luminescence; CellTiter-Glo ATP luminescence; AID 1486, 2009; 220,000 tested, 1.1% active; inhibition, % at 5.6 µM;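 active = inhibition above a per-campaign cutoff, the mean inhibition of all tested compounds plus 3 SD, cut at about 27% in these data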;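 also: 0% = DMSO wells and 100% = JAK Inhibitor I control wells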
# CHOP inh: inhibitors of CHOP promoter induction, primary screen, cell-based, unfolded protein response, luciferase reporter | CHO-K1 CHOP-promoter luciferase, tunicamycin-induced, 15-18 h | inhibition, % at 10 µM | 220,000 tested, 3.8% active | AID 2732, 2010;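 active = compounds that reduced the stress-induced luciferase reporter signal by more than about 70% of percent inhibition, limit read from the data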;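 also: 0% = tunicamycin plus vehicle and 100% = wells without tunicamycin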
# TRPML3 ag: human TRPML3 channel agonists, primary screen, cell-based, HEK293 TRPML3-YFP, Fluo-8 calcium fluorescence, 3 µM. activation, % at 3 µM. 220,000 tested, 0.29% active. AID 1448, 2008. 100% = the carbachol control signal. Mucolipin-3 (Homo sapiens), Q8TDD5;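 active = activation above its plate's cutoff, the mean activation of the plate's test wells plus 3 SD, cut at about 12% in these data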;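 also: 0% = DMSO only wells and 100% = carbachol wells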
# Target sequence (Q8TDD5 whole entry, looked up): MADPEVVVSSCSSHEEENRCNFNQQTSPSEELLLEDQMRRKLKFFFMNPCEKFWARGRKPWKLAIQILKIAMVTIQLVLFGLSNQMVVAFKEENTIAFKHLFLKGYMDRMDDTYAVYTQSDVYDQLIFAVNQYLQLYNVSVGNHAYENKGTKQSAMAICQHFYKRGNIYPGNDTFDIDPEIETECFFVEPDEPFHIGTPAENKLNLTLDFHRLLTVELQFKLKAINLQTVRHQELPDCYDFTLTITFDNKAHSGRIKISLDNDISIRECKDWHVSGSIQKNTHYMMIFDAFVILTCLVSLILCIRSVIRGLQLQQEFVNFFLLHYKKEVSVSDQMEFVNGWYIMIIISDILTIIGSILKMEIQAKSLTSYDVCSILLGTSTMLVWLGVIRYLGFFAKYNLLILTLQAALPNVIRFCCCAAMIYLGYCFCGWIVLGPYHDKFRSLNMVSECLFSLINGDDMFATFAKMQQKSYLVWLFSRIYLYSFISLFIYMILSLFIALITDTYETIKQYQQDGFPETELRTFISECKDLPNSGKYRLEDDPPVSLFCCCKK
#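 system = HEK293 cells stably carrying human TRPML3-YFP | doses = one concentration, 3 µM nominal, 0.3% DMSO | timing = dye loading 1 h 37 °C then 30 min ambient, 125 s read | detection = Fluo-8 calcium dye fluorescence, ex 470-495, em 515-575 nm | benchmarks = high control carbachol 87 µM, low control DMSO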
# Ba/F3 V617F tox: reduced viability of JAK2V617F-dependent Ba/F3 cells, primary screen, JAK2V617F inhibitor project, cell-based, Ba/F3 EpoR-JAK2V617F, luminescence. ATP luminescence. 220,000 tested, 1.1% active. inhibition, % at 5.6 µM;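 active = inhibition above the campaign mean plus 3 SD over all tested compounds, cut at about 24% in these data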;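 also: cytokine-independent growth of Ba/F3 cells driven by EpoR plus mutant JAK2; 0% = DMSO-treated cells and 100% = JAK inhibitor I control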
# RBBP9 inhibitor: human RBBP9 inhibitors, primary screen, biochemical, fluorescence polarization, FP-Rh probe, HTS; 220,000 tested, 0.2% active; AID 1515, 2009; inhibition, % at 7.94 µM; recombinant RBBP9; Serine hydrolase RBBP9 (Homo sapiens), O75884;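 active = inhibition above the campaign mean of all tested compounds plus 3 SD, cut at about 14% in these data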;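 also: plate controls were DMSO wells with RBBP9 for no effect and wells lacking RBBP9 protein for full effect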
# Target sequence (O75884 whole entry, looked up): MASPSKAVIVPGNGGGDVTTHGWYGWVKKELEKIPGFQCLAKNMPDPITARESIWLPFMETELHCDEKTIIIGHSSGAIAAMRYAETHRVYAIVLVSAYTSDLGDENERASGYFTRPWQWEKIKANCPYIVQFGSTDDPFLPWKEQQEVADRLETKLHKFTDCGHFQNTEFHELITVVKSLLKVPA
#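 Measured by: FP readout at 525/598 nm; material: recombinant human RBBP9; also added: Serine-hydrolase probe FP-Rh, 375 nM pre-mixing; medium: Tris buffer pH 8.0, NaCl, Pluronic; replication: one well per compound; doses: one concentration, 7.94 µM nominal, 0.794% DMSO; timing: preincubation 30 min plus labeling 45 min at 25 °C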
# PPC-1+TRAIL kill: compounds killing PPC-1 cancer cells with TRAIL present, primary screen, TRAIL potentiator project, ATPLite luminescence, uHTS; cell killing (% activity), % at 4 µM; 220,000 tested, 0.41% active; PPC-1 cells + TRAIL, ATPLite viability luminescence;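 active = cell killing above 50% in the first pass at 4 µM, then a duplicate retest at 5 µM averaging 50% or more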;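 also: plate controls were cells with TRAIL plus DMSO for no effect and medium-only wells lacking cells for full effect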
# TNF necrop inh: inhibitors of TNF-alpha triggered necroptosis, primary screen, cell-based, Jurkat FADD-/-, single concentration; Jurkat FADD-/- TNF necroptosis rescue, ATP luminescence, 24 h; 0 = TNF only, 100 = no-TNF cells; activation (protection from cell death), % at 10 µM; 220,000 tested, 0.068% active; AID 463075, 2010;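 active = activation, meaning protection from cell death, of at least 50% relative to plate controls; inactive = activation below 50%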;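 also: necroptosis triggered by 40 ng/mL TNF-alpha added together with compound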
# TRPN1 ag: zebrafish TRPN1 channel agonists, primary screen, cell-based, HEK293, calcium fluorescence; 220,000 tested, 0.18% active; AID 1424, 2008; transient receptor potential cation channel N1 (TRPN1/NompC), Danio rerio; activation, % at 3 µM; HEK293 zebrafish TRPN1-YFP, Fluo-8 calcium fluorescence; 100% = response to 87 µM carbachol;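 active = activation above its plate's cutoff, the mean activation of test wells on that plate plus 3 SD, cut at about 19% in these data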;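 also: 0% = DMSO alone and 100% = 87 µM carbachol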
#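 Material: zebrafish TRPN1-YFP in HEK293 cells; Doses: single test compound dose, 3 µM nominal, 0.3% DMSO; Timing: dye loading 1 h at 37 °C, then 30 min room temperature; Technique: intracellular calcium fluorescence with Fluo-8; Benchmarks: high carbachol 87 µM, low DMSO alone.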
# Numbers without * were called inactive; . = no result given.
# Below each compound – RBBP9 inhibitor	TRPML3 ag	PPC-1+TRAIL kill	TRPN1 ag	Ba/F3 V617F tox	CHOP inh	Wee1 degr inh	TNF necrop inh	BaF3 parental
Cc1ccnc2c(N3C(=O)C4C5C=CC(C5)C4C3=O)cccc12 (centres undefined)
  5	0.3	16	1.5	-2	26	-2	0.4	4
C(=N\n1cnnc1)/c1ccc(-c2ccccc2)cc1
  -5	0.5	0	-0.5	-2	25	-2	-5.1	9
COC(=O)c1cc(CSC(=N)N)ccc1OCCC(C)C
  -6	1.2	11	-0.8	0	-11	3	-5.6	-1
CCCCS(=O)(=O)c1sc2nc(C)cc(C)c2c1N
  2	1.5	12	1.7	-1	27	2	-0.4	6
COc1ccc(CN2CCNC(=O)C2CC(=O)NCc2csc(C(C)C)n2)c(OC)c1 (centres undefined)
  -3	0.8	6	0.3	-5	-3	-1	-0.1	-3
COc1cc(OC)nc(NC(=O)CSc2nc3ccccc3[nH]2)n1
  -7	0.2	16	0.0	1	10	4	-1.0	1
Cc1nn(Cc2ccc(C(=O)N3c4ccc(F)cc4CCC3C)o2)c(C)c1Br (centres undefined)
  -6	0.0	-1	1.4	4	55	-3	-4.5	4
C=CCNc1nc(Nc2ccc([N+](=O)[O-])cc2)nc(OC)n1
  -11	0.4	-1	0.0	1	12	-3	2.9	4
COCCn1c(SCC(=O)c2[nH]c(C)c(C(C)=O)c2C)nc2ccccc21
  -10	0.8	40	0.6	2	39	1	-3.9	2
Cc1ccc(CNC(=O)CCc2ccccc2)cc1
  -4	0.1	3	-0.6	0	-9	-2	0.4	8
CC(C)c1ccc(Nc2nnns2)cc1
  0	-0.1	-14	0.8	-2	23	-3	2.5	-2
CCSC1=C(C#N)C(c2cccc(O)c2)CC(=O)N1 (centres undefined)
  -4	0.2	20	0.8	1	4	-4	-0.2	5
CCSc1nc2nn(-c3ccccc3)c(=O)c-2c2n1CCCCC2
  -2	-0.3	6	-1.8	-4	13	-1	-3.6	1
Cc1cccc2c1N(CCCOc1ccc(C(C)(C)C)cc1)C(=O)C2=O
  -5	0.2	20	-0.2	-3	0	-3	-1.1	8
O=C(Nc1cccnc1)c1cccc(S(=O)(=O)N2CCCCC2)c1
  3	1.0	10	0.9	-5	0	-1	1.6	1
COC(=O)CSc1nnc(CNC(=O)c2ccccc2F)n1-c1ccc(F)cc1
  0	-0.1	17	-0.2	-2	10	5	1.7	5
N#Cc1c(N)nc2c(c1N)CC(COc1ccccc1)O2 (centres undefined)
  -6	0.5	22	1.1	3	-16	-4	-2.5	8
O=C1Nc2cc(Cl)cnc2N2CCCC12 (centres undefined)
  3	0.5	-9	-0.5	-5	30	1	1.5	-1
Nc1nc(CSC(=S)N2CCOCC2)nc(Nc2ccccc2)n1
  -12	0.5	16	-0.6	-2	-26	3	2.1	2
CC(=O)c1cccc(N(CC(=O)N2CCCCC2)S(C)(=O)=O)c1
  -4	1.1	7	-0.5	0	28	-3	1.5	5
CC(=O)Nc1ccc(S(=O)(=O)NCCN2CCOCC2)cc1
  -4	0.7	3	0.0	-7	6	-1	1.2	-2
C/C(=N\N=C(c1ccccc1)c1ccccc1)c1ccco1
  -6	-0.2	12	-2.3	1	27	3	-0.8	3
CS(=O)(=O)NCCCc1ccccc1
  -10	0.7	12	0.1	-2	-13	0	-0.6	-1
COC(=O)c1ccc(C(c2c(N)n(Cc3ccccc3)c(=O)n(C)c2=O)N2CCOCC2)cc1 (centres undefined)
  -3	0.9	17	1.1	5	-14	2	-11	9
CS/C(=C/[N+](=O)[O-])Nc1cccc2c1C(C)CC2(C)C (centres undefined)
  -2	0.2	-4	0.4	-3	64	-2	3.0	0
Cc1cccc(NC(=O)CSc2nnc(C)c(=O)n2N)c1C
  -5	0.2	11	0.1	6	12	-1	-2.5	3
Cc1ccc(NC(=O)c2ccccc2)cc1
  -6	-0.3	-2	0.7	0	-48	0	-2.3	4
C=CCOC(=O)/C=C/C(=O)NC(N)=O
  -5	-0.8	0	-0.9	1	-39	2	1.2	-1
CC(C)CCn1c(N2CCC(C(N)=O)CC2)nc2c1c(=O)[nH]c(=O)n2C
  4	0.8	-18	1.4	0	-2	0	-0.8	3
CC(C)c1nc(-c2ccc([N+](=O)[O-])cc2)cs1
  -3	0.5	27	1.8	0	26	6	8.9	7

# (continued)
# Below each compound – RBBP9 inhibitor	TRPML3 ag	PPC-1+TRAIL kill	TRPN1 ag	Ba/F3 V617F tox	CHOP inh	Wee1 degr inh	TNF necrop inh	BaF3 parental
COc1ccc(C(=O)NCCC2=CCCCC2)cc1OC
  -9	-0.5	16	-0.5	-2	-9	2	1.6	5
O=C(NCC(c1cccs1)N1CCOCC1)c1ccc(Cl)s1 (centres undefined)
  -5	-0.2	13	-0.2	74*	.	-3	-8.7	69*
O=C1c2ccccc2NC2(CCCC2)N1NS(=O)(=O)c1ccccc1
  3	1.1	-22	-0.2	2	18	-2	-1.7	3
O=C1C=C(c2ccc(Cl)cc2)OC2(CCCC2)O1
  -6	-0.8	19	-1.4	-5	-5	1	-0.7	-1
CCOc1ccc(-c2cc(C(=O)O)c3ccccc3n2)c(OCC)c1
  -5	-0.3	18	-0.3	-3	.	1	-2.2	2
NC(=O)C1CCN(C(=O)/C=C/c2cccc(Br)c2)CC1
  -6	0.6	5	0.8	1	-8	-1	0.3	-3
CCCCCOc1ccc(/C=C/C(=O)NCCc2nc3ccccc3[nH]2)cc1OC
  -7	-0.6	17	-3.0	-3	71*	-1	4.9	7
O=C(CSc1nc(-c2ccco2)cc(C(F)(F)F)n1)NCCCn1ccnc1
  -3	0.3	-7	1.1	-2	9	-3	1.3	0
Cc1cccc(-n2c(C)cc(C(=O)NC3CCCCC3)c2C)c1
  -7	0.1	24	-2.0	2	20	3	1.9	6
O=C(Cn1nc(C(=O)O)c2ccccc2c1=O)c1cc(F)ccc1F
  -9	-0.1	-3	0.6	1	2	8	-1.0	-1
Cc1ccc(SC(C)C(=O)NCCC2=CCCCC2)cc1 (centres undefined)
  -5	-0.8	10	-2.7	1	34	-3	0.6	5
O=C(O)c1ccccc1C(=O)Nc1ccc(Oc2ccccc2)cc1
  -5	0.0	3	-1.1	-5	2	0	0.2	0
CCc1cccc(NC(=S)N(CCOC)C(C)c2ccco2)c1 (centres undefined)
  -1	0.4	-4	-0.3	4	43	1	-1.1	-6
O=C(O)C(Cc1c[nH]c2ccccc12)NS(=O)(=O)c1cccc2nsnc12 (centres undefined)
  -2	1.0	15	0.5	0	27	0	1.8	5
CCC(C)NC(=O)Cn1c(-c2ccccc2)cc(C(C)=O)c1C (centres undefined)
  -1	0.3	6	-1.2	-1	30	-2	-1.0	5
CCc1nc(SCC(=O)Nc2sc(C)c(C)c2C(=O)OC)c2ccccc2n1
  6	-0.3	-3	0.7	-5	49	2	1.6	5
O=C(COc1ccccc1[N+](=O)[O-])Nc1ccc(NC(=O)c2cc3ccccc3o2)cc1
  -2	0.8	29	-0.4	-1	70	-1	-0.4	4
O=C(COC(=O)c1cc(Cl)cc(Cl)c1)NCCN1C(=O)CSC1=O
  -9	-0.4	9	1.4	4	8	3	0.6	11
CN(C)C(=O)COC(=O)c1cccc(CN2C(=O)c3ccccc3C2=O)c1
  -1	0.2	4	1.0	5	12	-2	-0.7	7
COCCCN(C(=O)Nc1cccc(Cl)c1)C(C)c1ccccn1 (centres undefined)
  -1	-0.3	22	-0.4	-3	-1	-3	-0.3	5
CCc1ccc(CCC(=O)Nc2nccs2)o1
  -5	0.0	24	0.3	-2	-2	0	-11	1
COc1ccc(NC(=O)c2cccn(CC=C(C)C)c2=O)cc1
  3	-0.1	4	1.2	0	-13	1	-0.5	-2
COc1ccc(-c2noc(CSc3nnc(-c4ccccc4)n3C)n2)cc1
  -12	0.9	0	-0.5	-4	2	3	-0.3	-1
CCCCOc1ccccc1C1C(C(N)=O)=C(C)Nc2nnnn21 (centres undefined)
  -4	0.3	21	0.9	2	2	0	-1.5	7
Cc1ccc(C(=O)CC2C(=O)N(c3ccccc3)C(=S)N2c2ccccc2)cc1 (centres undefined)
  -5	0.8	16	4.2	-2	30	4	4.9	6
O=C(c1cc(C2CC2)on1)N1CCN(C(c2ccccc2)c2ccccc2)CC1
  -1	1.0	1	1.0	0	55	2	0.2	3
Cc1cc(C(=O)CSc2nnc(Nc3ccccc3F)s2)c(C)n1CC1CCCO1 (centres undefined)
  -6	-1.2	-6	-0.7	-3	31	1	-3.1	3
COc1cccc(CNC(=O)CCC2CCCN(c3cc(C)nc(N4CCCC4)n3)C2)c1 (centres undefined)
  0	0.3	8	-1.0	-4	1	1	0.6	-1
Cn1c(=O)c2c(nc(NCCCN3CCOCC3)n2Cc2ccc(Cl)c(Cl)c2)n(C)c1=O
  -6	0.3	.	-1.2	1	.	1	0.5	9
O=C(Sc1ccccc1)c1cccc(Cn2cc(C(F)(F)F)ccc2=O)c1
  -1	0.0	-7	-3.3	-1	24	-2	-18	-6

# Carrying on.
# Below each compound – RBBP9 inhibitor	TRPML3 ag	PPC-1+TRAIL kill	TRPN1 ag	Ba/F3 V617F tox	CHOP inh	Wee1 degr inh	TNF necrop inh	BaF3 parental
CCCCC(=O)N1CCCC(C)C1 (centres undefined)
  -9	0.8	23	1.0	3	2	1	1.0	-3
CC(C)(C)C(=O)NCCN1C(=O)S/C(=C\c2ccc([N+](=O)[O-])cc2)C1=O
  -2	0.9	18	4.5	-3	11	1	1.5	-2
Cc1ccc(N2C(=O)CC(NNC(=O)Cc3ccc(F)cc3)C2=O)cc1Cl (centres undefined)
  5	-0.3	4	1.3	4	2	0	0.5	0
Cn1cnc2c1c(=O)n(Cc1ccc(F)cc1Cl)c(=O)n2C
  10	0.2	-3	2.1	-3	23	1	-2.3	4
